Compound activity deposited in PubChem by several laboratories.
IMP-1 inh: blocks Pseudomonas aeruginosa IMP-1 metallo-beta-lactamase. purified IMP-1, nitrocefin hydrolysis, epi-absorbance fluorescence. inhibition, % at 5.6 µM. 290,000 compounds, 0.45% hits;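 active = inhibition above the mean plus 3 SD of all compounds in the same screening run, cut at about 4.5% in these data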;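 also: 0% = IMP-1 with DMSO and 100% = DMSO wells lacking enzyme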
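system = purified recombinant IMP-1 beta-lactamase | amount = 0.2 nM IMP-1, as dispensed | medium = HEPES buffer pH 7.1 with ZnSO4 and Brij 35 | times = 25 °C, 15 min preincubation, 25 min reaction | detection = plate fluorescence quenching by hydrolysis product, ex 480/em 530 nm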
FID counter: fluorescent intercalator displacement, NS3 helicase counter-screen; DNA fluorescent intercalator displacement, fluorescence; inhibition, % at 7.9 µM; 290,000 compounds, 0.17% hits; AID 1845; in the data active = inhibition above about 37%;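 also: 0% = vehicle and 100% = reference compound; higher means more ethidium bromide displaced from hairpin DNA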
pCIP destab: compounds decreasing mouse p/CIP protein stability; Q05BA5; F442A p/CIP-EGFP cells, EGFP fluorescence, 16 h; decrease of EGFP signal, % at 10 µM; 290,000 compounds, 0.01% hits; AID 1984;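 active = EGFP signal decrease of at least 30% at 10 µM or well 3 SD below plate mean, unless failing retest; inactive = the rest, including hits failing retest or dose response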; also: some compounds called inactive have numbers as strong as hits; many of its hits are not listed in these tables
VIM-2 inhibitor: inhibitors of Pseudomonas aeruginosa VIM-2 metallo-beta-lactamase; AID 1527; 290,000 compounds, 0.89% hits; inhibition, % at 5.6 µM; purified VIM-2, nitrocefin hydrolysis, epi-absorbance fluorescence;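 active = inhibition above the mean of all tested compounds plus 3 SD, cutoff set per screening run, cut at about 7.5% in these data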;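 also: red hydrolysis product quenches plate fluorescence so inhibitors raise well fluorescence; 0% = enzyme with DMSO and 100% = DMSO without enzyme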
MEKK3 PB1 HTS: raises or lowers MEK5 binding to the human MEKK3 PB1 domain. binding response (% of control), % at 10 µM. 290,000 compounds, 1.4% hits. bead-based flow cytometry, Alexa488-MEK5 binding to MEKK3; actives lie on both sides; 0 = blocked by unlabeled MEK5, 100 = vehicle. Q99759. AID 1529;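 active = binding response more than 3 SD above or below the average of its plate-row segment, actives on both sides; inconclusive = wells at one plate position flagged as instrument error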;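 also: Alexa488 bead fluorescence after subtracting the streptavidin-only scavenger bead signal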
Target sequence (Q99759 whole entry, looked up, the tested form may be a part): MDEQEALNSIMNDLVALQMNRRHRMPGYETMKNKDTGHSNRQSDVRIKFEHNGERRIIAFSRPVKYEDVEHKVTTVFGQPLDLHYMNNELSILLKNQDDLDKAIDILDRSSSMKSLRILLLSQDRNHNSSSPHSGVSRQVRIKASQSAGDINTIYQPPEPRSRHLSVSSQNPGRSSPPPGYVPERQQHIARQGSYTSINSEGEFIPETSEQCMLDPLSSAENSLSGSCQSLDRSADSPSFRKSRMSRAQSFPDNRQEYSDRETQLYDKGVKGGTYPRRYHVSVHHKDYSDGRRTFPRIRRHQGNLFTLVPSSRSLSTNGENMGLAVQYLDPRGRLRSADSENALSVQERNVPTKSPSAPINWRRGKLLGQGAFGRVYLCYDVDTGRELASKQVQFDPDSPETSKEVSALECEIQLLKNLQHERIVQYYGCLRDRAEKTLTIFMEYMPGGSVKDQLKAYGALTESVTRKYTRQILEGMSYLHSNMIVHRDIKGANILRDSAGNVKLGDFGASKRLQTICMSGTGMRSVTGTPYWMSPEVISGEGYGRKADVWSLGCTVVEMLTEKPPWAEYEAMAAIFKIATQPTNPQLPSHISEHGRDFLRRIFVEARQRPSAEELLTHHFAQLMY
PHOSPHO1 inh: blocks human PHOSPHO1 phosphatase activity | recombinant PHOSPHO1, absorbance phosphatase assay | inhibition, % at 13.3 µM | 290,000 compounds, 1.1% hits | AID 1565; in the data active = inhibition above about 60%
Target sequence (Q8TCT1 whole entry, looked up): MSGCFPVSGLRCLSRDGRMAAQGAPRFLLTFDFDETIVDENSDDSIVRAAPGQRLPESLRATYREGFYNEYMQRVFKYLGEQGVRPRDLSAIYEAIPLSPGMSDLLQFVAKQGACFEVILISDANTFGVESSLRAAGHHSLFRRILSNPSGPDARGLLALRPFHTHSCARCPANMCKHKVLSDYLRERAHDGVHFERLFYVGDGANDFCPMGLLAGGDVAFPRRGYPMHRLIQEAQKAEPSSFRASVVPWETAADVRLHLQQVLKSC
IDE cell activ: boosts human insulin-degrading enzyme activity in HEK cells. 340,000 compounds, 0.073% hits. FAbeta-B cleavage, fluorescence polarization; 0% vehicle, 100% cell-free pure enzyme wells. activation, % at 5.96 µM. P14735. AID 493087;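 active = activation above the mean of all tested compounds plus 3 SD, set per screening campaign, cut at about 17% in these data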
UBC9 SUMO inh: SUMOylation inhibition | 290,000 compounds, 0.36% hits | inhibition, % at 35 µM | AID 2006 | HTRF SUMOylation assay, SAE1/SAE2 + UBC9, in vitro | P63279; in the data active = inhibition above about 50%, passing the limit was not always enough; inconclusive = no clear call, values can overlap the other calls; also: strong numbers were not always called active
Target sequence (P63279 whole entry, looked up): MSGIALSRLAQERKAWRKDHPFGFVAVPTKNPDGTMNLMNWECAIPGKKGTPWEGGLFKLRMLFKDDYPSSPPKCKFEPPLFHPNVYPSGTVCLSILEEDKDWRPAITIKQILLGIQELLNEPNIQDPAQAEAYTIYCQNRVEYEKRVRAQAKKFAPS
NS3 helicase inh: blocks Hepatitis C virus NS3 helicase unwinding | inhibition, % at 10.9 µM | 290,000 compounds, 0.56% hits | NS3 helicase DNA unwinding, Cy5 molecular beacon fluorescence;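 active = inhibition above the mean of all tested compounds plus 3 SD, set per campaign, cut at about 35% in these data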;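 also: 0% = DMSO wells and 100% = thioflavine S control wells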
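System: Hepatitis C virus NS3 helicase domain fragment enzyme | Reagent: Annealed dual-labelled DNA beacon duplex, ATP-started | Compound dosing: 10.9 µM single point, 0.8% DMSO | Incubation: 1 h reaction at 25 °C, ATP-initiated | Technique: Cy5 fluorescence | Evaluation: Percent inhibition from t60/t0 fluorescence ratio | Benchmarks: Low DMSO, high thioflavine S at 110 µM | Replication: Singlicate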
* hit, by the source's call; ? = inconclusive; . = not tested or not shown; & = joins results of further samples; [ ] = remark or other dose. Some of the compounds tested; the hit share may differ from the screen's.

SMILES	IMP-1 inh	FID counter	pCIP destab	VIM-2 inhibitor	MEKK3 PB1 HTS	PHOSPHO1 inh	IDE cell activ	UBC9 SUMO inh	NS3 helicase inh
O=C(c1cccc2ccccc12)N1CCN(c2ccc([N+](=O)[O-])c(NCc3ccco3)c2)CC1	0.2	4	4	-1.1	96	-18	2	14	-3
N=c1c(C(=O)NCCN2CCOCC2)cc2c(=O)n3ccccc3nc2n1Cc1ccc(F)cc1	-4.0	23	1	8.1*	97	18	5	7	5
CCCCC(=O)NC(=S)Nc1ccc(S(=O)(=O)N2CCCC2)cc1	0.8	-11	-2	0.4	102	1	1	9	-3
CCOC(=O)c1ccc(NC(=O)N2CCN(C3CCCCC3)CC2)cc1	-3.4	-3	2	0.3	99	-20	9	1	-5
O=C(CCCC(=O)NC1CCCC1)NC1CCCC1	-5.3	-1	-4	-3.6	94	-8	7	-1	2
O=C(Nc1ccc2oc(-c3ccncc3)nc2c1)c1ccc2c(c1)OCO2	-1.3	-4	-6	-1.5	92	25	-15	24	9
Fc1ccc(NCc2cccnc2)cc1F	-3.0	-1	-8	-1.3	?	52	4	1	-6
Cc1cc(OCCN2CCCCCC2)ccc1[N+](=O)[O-]	-3.9	15	-7	-1.5	97	6	-1	-9	-7
CSC(=NC#N)N1CCN(c2ccccc2)CC1	-3.4	-4	6	-2.0	101	10	1	-12	7
CCC(CCC(=O)NNC(=O)Cc1ccc([N+](=O)[O-])cc1)C(=O)O (stereo not given)	-2.6	2	6	-1.3	100	28	7	16	-8
CN(C)/C=C/C(=O)c1nn(-c2ccc(F)cc2)ccc1=O	-2.2	-14	-7	-0.4	95	40	3	16	-1
COc1ccc(-c2[nH]ncc2CNCCCSC)cc1F	2.0	5	-8	-2.1	97	19	-4	10	6
O=[N+]([O-])c1ccc(N2CCN(S(=O)(=O)c3ccccc3)CC2)cc1NCc1cccnc1	0.8	1	5	0.1	98	-11	10	-6	-13
CCCC(C)C(=O)OCC(=O)Nc1c(Br)cc(C)cc1Br (stereo not given)	-2.8	-23	-11	-1.9	93	-9	4	-11	11
CC1CC(C)CN(S(=O)(=O)c2ccc(NC(=O)C3COc4ccccc4O3)cc2)C1 (stereo not given)	-2.1	-12	-3	-1.7	98	-10	0	-9	-8
Cc1ccc(S(=O)(=O)c2cn(C)c3cc(N4CCN(C)CC4)c(F)cc3c2=O)c(C)c1	-1.3	7	-15	4.1	101	-10	3	.	-5
COc1ccc(C2C3=C(OC(C)=O)c4ccccc4C3=Nc3c2c(=O)n(C)c(=O)n3C)cc1 (stereo not given)	-2.4	-1	7	-1.9	104&83	14	6	-4	3
COc1ccc(C)cc1NC(=O)NNS(=O)(=O)c1ccc(NC(C)=O)cc1	-1.8	-5	8	-0.9	39*[inhibitor]	19	4	3	1
CSCCC(NC(=O)COc1ccccc1)C(=O)O (stereo not given)	-0.4	1	-2	-1.1	99	18	1	-6	-2
COc1ccc(C(C)NC(=O)C2C(=O)NC3(C)CC2c2ccccc2O3)cc1 (stereo not given)	-2.6	-10	6	-1.6	103	8	7	6	3
CN(C)c1cccc2c1c(NC(=O)c1ccc(F)cc1)nn2C	-3.7	-5	-13	-1.9	87	62*	10	22	19
COCCNc1nc(N)c([N+](=O)[O-])c(NCCO)n1	-0.4	2	-9	-1.1	89	0	-1	-2	4
CCOc1ccccc1C(=O)N(CN1CCCC1=O)c1ccc(C)c(Cl)c1	-3.5	-33	-6	-1.7	99	-2	2	29	-2
CCOC(=O)N1CCN(C(=O)Cn2ccc3c(OC)cccc3c2=O)CC1	-3.1	-13	-2	-3.2	106	16	3	3	1
Cc1nn(C)c(C)c1NC(=O)CSc1nnc(C)n1-c1ccccc1	-3.8	1	-17	-3.6	94	0	2	14	1
Cc1cc2cc(CCNS(C)(=O)=O)c(=O)[nH]c2cc1C	0.9	-5	-13	1.6	101	30	0	5	6
COc1ccccc1/C=C/CN1CC(C)OC(C)C1 (stereo not given)	-3.1	8	-11	-3.1	74	-10	1	5	-2
Cc1cc(C)n(Cc2ccc(C(=O)O)cc2)n1	-1.3	-7	2	-2.6	103	8	3	14	-2
Cc1ccc(S(=O)(=O)N2CCC(Oc3ccc(-n4cnnn4)cc3)CC2)cc1	0.3	-15	-11	0.6	102	7	3	20	-11
CP(=O)(COC(=O)c1ccccc1)COC(=O)c1ccccc1	-3.0	-8	11	0.5	103	-22	1	-8	8
COC(=O)c1[nH]c2ccccc2c1NC(=O)c1ccccc1[N+](=O)[O-]	-3.1	5	-7	-3.6	115	15	6	0	7
CCOc1ccc(NC(=O)c2c3c(nc4ccccc24)CCC3)cc1	-2.1	-7	1	-1.4	95	28	0	16	-7
Cn1c(-c2c(N)n(CCCc3ccccc3)c3nc4ccccc4nc23)nc2ccccc21	-0.1	-2	-6	-2.8	101	27	10	18	-7
Cc1cc(N/C=C2\CCCCC2=O)no1	-1.6	-2	1	-2.5	97	8	0	12	3
CCCC(=O)n1nc(-c2cccnc2)nc1N	-0.2	-1	12	-0.2	106	19	4	-13	9
c1ccc(-c2ccc(CN3CCSCC3)cc2)cc1	1.0	9	7	1.2	86	-30	5	-20	2
COc1ccc(Cc2nnc(NC(=O)c3ccc(Cl)c([N+](=O)[O-])c3)s2)cc1	-3.5	1	-3	-1.1	96	45	-1	31	11
CCc1cc2c(NCC(=O)O)ncnc2s1	-4.5	-5	-8	-2.5	103	5	3	13	21
COC(=O)c1cccc(S(=O)(=O)N(Cc2ccco2)Cc2cc3ccc(OC)cc3[nH]c2=O)c1	-0.1	1	-6	-0.7	102	13	-4	10	3
CC(=O)C1C(c2ccc(Cl)cc2)NC(=O)NC1(O)C(F)(F)F (stereo not given)	-7.4	-5	-9	-3.1	100	14	9	4	8
Cc1ccc(N2CCN(C(=O)c3cc(COc4c(C)cccc4C)on3)CC2)c(C)c1	-2.0	-36	-6	-2.3	105	18	1	-8	0
O=C(Nc1ccc(F)cc1F)N1CCCN(c2ccc([N+](=O)[O-])cn2)CC1	-1.9	-3	-7	-3.0	98	-106	6	-1	1
Cc1cc(C)cc(N(CC(=O)N2CCc3ccccc32)S(=O)(=O)c2c(C)noc2C)c1	-4.4	-3	-19	-0.9	107	-5	3	-8	-8
CCCNC(=O)C1CCN(S(=O)(=O)c2ccc3nc4c(c(C(=O)O)c3c2)CCCCC4)CC1	-1.8	-11	-12	-3.9	94	10	4	12	0
CCOC(=O)N1CCN(C(=O)c2ccccc2NC(=O)COc2ccccc2C)CC1	-3.8	-31	-15	-5.6	.	-3	7	13	3
O=C(CCNC(=O)c1ccccc1Cl)Nc1nc(-c2ccc(F)cc2)cs1	-1.2	-9	1	-0.4	102	1	-1	-19	-2
O=C(O)CCCNc1ccc(S(=O)(=O)Nc2ccccc2C(=O)O)cc1C(=O)O	0.0	0	-10	-2.7	99	14	1	-11	7
CO[C@H]1C=CO[C@@]2(C)Oc3c(C)c(O)c4c(O)c(c5c(nc6cc(C)ccn65)c4c3C2=O)NC(=O)C(C)=CC=C[C@H](C)[C@H](O)[C@@H](C)[C@@H](O)[C@@H](C)[C@H](OC(C)=O)[C@@H]1C	-2.2	-49	2	-2.5	105&103	0	.	3	-11
O=C(NCc1ccco1)C(=S)N1CCCCC1	0.8	-2	-7	-1.2	90	16	-3	4	-2
c1ccc2nc(-c3nccs3)ccc2c1	-2.0	3	-4	-3.1	98	21	-2	1	10
CCOC(=O)CSc1nnc(-c2ccc(S(=O)(=O)NCc3cccs3)cc2)o1	-0.8	-24	.	-3.9	96	.	3	.	-5
COc1ccc2[nH]cc(CCNC(=O)C3CCCCC3)c2c1	-4.4	-9	-24	-1.8	100	.	5	11	-4
Cc1ccc(-c2nn(CC(=O)Nc3cccnc3)c(=O)c3ccccc23)cc1	-4.0	-35	-10	-0.5	98	-2	6	12	0
C=CCOC(=O)C1=C[C@@H](c2ccc(Br)cc2)[C@H](CCCO)[C@@H](OCC)O1	-2.6	-32	-16	-2.8	105	9	-3	-19	-7
COc1ccc(C(=O)N2CCN(Cc3cn[nH]c3-c3ccc(OC)cc3F)CC2)cc1	-2.6	-28	-10	-2.0	102	46	-1	13	-3
Cc1ccc2nc(N3CCN(Cc4nnnn4Cc4ccccc4)CC3)c(C#N)cc2c1	-2.8	-3	12	-3.2	101	6	-8	1	-2
Cc1nnc(SCC(=O)Nc2nccs2)[nH]c1=O	-2.6	0	-4	-0.6	105	22	0	3	-3
Cc1[nH]c(=O)[nH]c(=O)c1NC(=O)c1cccs1	-5.8	3	-3	-1.3	111	-25	7	8	-3
COc1ccc(/C=C/C(=O)NC(C)C)cc1Br	-1.6	-1	-2	-3.6	98	4	1	5	-2
Cc1cccc(N(CC(O)CN(C)C)S(=O)(=O)c2ccccc2)c1 (stereo not given)	-4.6	8	-1	-4.5	106	15	2	-20	4

Whole records as entered above. Order of values: IMP-1 inh	FID counter	pCIP destab	VIM-2 inhibitor	MEKK3 PB1 HTS	PHOSPHO1 inh	IDE cell activ	UBC9 SUMO inh	NS3 helicase inh
Results for Cc1ccc(-c2nn(CC(=O)Nc3cccnc3)c(=O)c3ccccc23)cc1 = -4.0	-35	-10	-0.5	98	-2	6	12	0
Results for Cc1ccc2nc(N3CCN(Cc4nnnn4Cc4ccccc4)CC3)c(C#N)cc2c1 = -2.8	-3	12	-3.2	101	6	-8	1	-2

Following part.
SMILES	IMP-1 inh	FID counter	pCIP destab	VIM-2 inhibitor	MEKK3 PB1 HTS	PHOSPHO1 inh	IDE cell activ	UBC9 SUMO inh	NS3 helicase inh
CN1C(C(=O)NCc2cccc(C(F)(F)F)c2)CC2Cn3c(nc4ccccc43)C21 (stereo not given)	.	.	0	.	51*[inhibitor]	40	4	10	.
CCOc1cc(Cl)c(S(=O)(=O)NCc2cccnc2)cc1Cl	1.2	-12	8	0.3	103	13	2	-2	2
CN(CC(=O)Nc1ccc(S(=O)(=O)N2CCCC2)cc1)Cc1cccc(Cl)c1Cl	-3.6	-14	-3	0.5	104	-8	2	-12	14
Cc1nc(SCC(=O)c2ccccc2)c(C#N)c(-c2ccco2)c1C(=O)NCc1ccco1	5.0*	-3	-4	6.4	98	25	-4	10	33
CCOC(=O)c1c(-c2ccccc2)csc1NC(=O)CSc1ccccc1	-3.9	-5	-2	0.2	97	11	2	-9	-9
Cc1cc2n(n1)C(c1ccc3c(c1)OCO3)Nc1ccccc1-2 (stereo not given)	-3.8	-4	0	-2.5	103	17	-3	4	6
CCOc1ccc2[nH]c(=O)c(CN(CC3CCCN3CC)C(=O)NCc3ccccc3)cc2c1 (stereo not given)	-0.7	2	0	-0.8	89	-3	5	7	-14
COCCNC(=O)c1ccc2c(=O)n(CCOC)c(=O)[nH]c2c1	-0.8	0	-9	-2.3	108	20	-3	15	-7
COc1ccc(C(=O)NCc2c(C)oc(C)c2C(=O)O)cc1	-3.7	-4	-13	-2.3	108	8	4	5	6
